IL-2 act = IL-2 activation. IL-2 activation reporter assay, cell-based qHTS; stimulated with anti-CD3/CD4/CD28 beads; in transgenic mouse T cells. activation, % (series mostly up to about 46 µM). 360,000 tested, 0.065% active. AID 652025; in the data active means activation above about 50%; inconclusive means mostly about 30% to 49%; further: 0% is about no effect
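EGFP and DsRed fluorescence is measured by plate cytometry in unstimulated transgenic mouse T cells exposed to compound for 60 minutes, then stimulated 18 hours at 37 degrees C with anti-CD3/anti-CD4 beads plus anti-CD28.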
S2 tox = cell viability loss in ATXN counter-screen | Potency, µM (highest dose often 56.7 µM), hits mostly cytotoxic | S2 cells (HEK-293 line with an ATXN2-luciferase reporter) viability, CellTiter-Fluor protease fluorescence, 24 h | 400,000 tested, 0.49% active | AID 651635; further: potency means the concentration at half of the fitted maximal effect; nearly all actives have a fitted effect of over 40% in size
HepG2 viability = kills HepG2 cells in TGF-b inhibitor counter-screen | HepG2 CAGA-GFP viability, ATP luminescence, 18 h | Potency, µM (top dose mostly 46.1 µM), inactives show at the highest dose activity change, negative = cytotoxicity, hits mostly cytotoxic | 410,000 tested, 0.76% active; further: potency means the concentration at half of the fitted maximal effect; some results filed as inactive show a strong effect at the top dose
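HepG2 CAGA-GFP cells (1000/well, DMEM with 1% FBS) received compound, then TGF-beta at 500 pg/mL final, and were incubated 18 hours at 37 degrees C. Viability was read by CellTiter-Glo luminescence. Media-only wells were set as complete cell-killing and DMSO as no toxicity.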
Nrf2 inh = Nrf2 pathway inhibition; A549 ARE-Fluc reporter, luciferase luminescence, 18-24 h; Potency, µM (highest dose often 46 µM), for inactives: at the top dose activity change, negative = inhibition, usual class: inhibitors; 360,000 tested, 2.1% active; AID 504444; further: potency means the concentration at half of the fitted maximal effect; on the % scale 0 is the no-effect control and ±100 the full control effect; nearly all actives have a fitted effect of over 60% in size
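Cells were seeded and rested 2 h, then exposed to compounds for 18-24 h. CellTiter-Fluor was read first as a viability measure. BugLite was added 15 min before the final luminescent read of ARE-luciferase activity in A549 cells.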
Nrf2 ARE act = activates Nrf2 signaling; Potency, µM (titrated, usually from 46.1 µM), inactives show at the highest dose activation, most hits filed as activators; AREc32 ARE-luciferase reporter (MCF7-derived line), luminescence, 24 h; AID 624171; 410,000 tested, 0.31% active; further: potency means the concentration at half of the fitted maximal effect; % of control where 0% means no effect; nearly all actives have a fitted effect of over 65% in size
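AREc32 cells carrying an ARE-driven firefly luciferase, 1000 cells/well in OPTI-MEM with 5% FBS, dosed after overnight attachment and incubated 24 hr at 37 deg C. Steady-Glo luminescence read after 30 min at RT.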
A549 viability = kills or reduces viability of A549 cells in Nrf2 counter-screen; A549 ARE-Fluc cells, CellTiter-Fluor viability, 18-24 h; Potency, µM (series often up to 46 µM), for the others: at the highest dose activity change, negative = cytotoxicity, most hits filed as inhibitors; 390,000 tested, 0.16% active; AID 504648; further: potency means the concentration at half of the fitted maximal effect; on the % scale 0 is the no-effect control and ±100 the full control effect
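A549 ARE-Fluc cells in 5% FBS OPTI-MEM, 5000 cells/well, rested 2 h then exposed to compounds in concentration-response for 18-24 h at 37 °C. Viability by CellTiter-Fluor fluorescence (Ex 405/Em 525) after 30 min; luciferase luminescence (BugLite, 15 min, RT) read afterwards.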
TGFb inhibitor = TGF-b pathway inhibition. HepG2 CAGA-GFP TGF-b/SMAD3 reporter, GFP fluorescence, 18 h; TGF-beta stimulated, 500 pg/mL final. Potency, µM (doses to about 46.1 µM), without a hit: top-dose activity, negative = inhibition, actives largely listed as inhibitors. 410,000 tested, 1.2% active. AID 588855; further: potency means the concentration at half of the fitted maximal effect; on the % scale 0 is the no-effect control and ±100 the full control effect; nearly all actives have a fitted effect of over 65% in size
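HEPG2 CAGA-GFP cells (1000/well, DMEM with 1% FBS) were pre-incubated 2 h at 37 degrees C, given compound by pin tool, then stimulated with TGF-beta at 500 pg/mL final for 18 h before per-cell GFP fluorescence imaging.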
ATXN2 expr inh = ATXN2 expression inhibition; HEK-293 ATXN2-luciferase reporter, luminescence, 24 h; 360,000 tested, 0.72% active; Potency, µM (top dose mostly 57 µM), without a hit: top-dose activity change, negative = inhibition, actives largely listed as inhibitors; AID 1745845; further: potency means the concentration at half of the fitted maximal effect; on the % scale 0 is the no-effect control and ±100 the full control effect; nearly all actives have a fitted effect of over 55% in size
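ATXN2-luciferase reporter cells (luciferase flanked by upstream and downstream ATXN2 gene portions) were treated 24 h at 37 °C with compounds at up to 57 uM. SteadyGlo luminescence gave expression; GF-AFC fluorescence gave viability.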
EPAC2 agonist = activates human EPAC2 exchange factor | EPAC2 activation, biochemical qHTS; response scale: 100% = 6.5 mM cAMP response | AID 720711 | 360,000 tested, 0.079% active | Potency, µM (highest dose often 154 µM), without a hit: at the top dose activation, hits mostly activators; further: potency means the concentration at half of the fitted maximal effect; nearly all actives have a fitted effect of over 50% in size
Target sequence (Q8WZA2 whole entry, looked up): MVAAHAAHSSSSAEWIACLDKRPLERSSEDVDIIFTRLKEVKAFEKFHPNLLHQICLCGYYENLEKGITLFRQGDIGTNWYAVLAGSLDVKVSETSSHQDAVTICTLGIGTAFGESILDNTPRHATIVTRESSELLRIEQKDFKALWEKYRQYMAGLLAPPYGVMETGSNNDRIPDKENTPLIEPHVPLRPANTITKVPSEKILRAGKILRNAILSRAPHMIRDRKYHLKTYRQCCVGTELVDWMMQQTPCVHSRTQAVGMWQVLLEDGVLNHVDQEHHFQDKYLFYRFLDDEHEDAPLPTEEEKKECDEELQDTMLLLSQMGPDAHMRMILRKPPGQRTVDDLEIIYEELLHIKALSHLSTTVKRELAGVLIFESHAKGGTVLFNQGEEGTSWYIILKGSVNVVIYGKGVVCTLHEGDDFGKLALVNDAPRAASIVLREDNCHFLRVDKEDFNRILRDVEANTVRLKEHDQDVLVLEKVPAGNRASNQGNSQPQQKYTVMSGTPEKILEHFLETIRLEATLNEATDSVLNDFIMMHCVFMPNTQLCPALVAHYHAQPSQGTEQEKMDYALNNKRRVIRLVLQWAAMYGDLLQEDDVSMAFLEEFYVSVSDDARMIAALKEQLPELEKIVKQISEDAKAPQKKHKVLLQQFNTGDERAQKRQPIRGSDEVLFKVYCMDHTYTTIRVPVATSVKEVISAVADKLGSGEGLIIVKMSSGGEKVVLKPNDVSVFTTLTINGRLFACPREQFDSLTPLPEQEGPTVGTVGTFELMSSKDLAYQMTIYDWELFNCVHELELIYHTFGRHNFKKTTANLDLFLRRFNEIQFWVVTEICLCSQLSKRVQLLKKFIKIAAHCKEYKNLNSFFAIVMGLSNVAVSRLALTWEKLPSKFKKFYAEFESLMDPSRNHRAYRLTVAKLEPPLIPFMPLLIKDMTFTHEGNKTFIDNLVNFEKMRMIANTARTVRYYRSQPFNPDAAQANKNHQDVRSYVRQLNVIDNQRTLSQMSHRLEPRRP
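Guanine nucleotide exchange by EPAC2 is measured as reduced fluorescence of BODIPY-GDP once it is released from 250 nM Rap1B. Plates are read kinetically for 30 min at room temperature; results are scaled to 6.5 mM cAMP.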
Active calls of the source: *; i = inactive; u = inconclusive; x = no result given; & = joins results of further samples; [ ] = remark or other dose. Unless noted, the call rests on the fitted dose curve; in most records, active means well fitted curve in the direction sought with a large enough effect; inconclusive means small, poorly fitted or top-dose-only effect, or another doubt; inactive means no such curve, though single readings can be large; an effect the other way counts as inactive or inconclusive.

Second line of a record – Nrf2 inh, A549 viability, ATXN2 expr inh, IL-2 act, HepG2 viability, S2 tox, EPAC2 agonist, Nrf2 ARE act, TGFb inhibitor
- Cc1ccccc1OCCOC(=O)c1cc(S(=O)(=O)N2CCOCC2)ccc1C
    x, x, x, -2.3, 5%, i, 0%, -0.3%, -3%
- O=c1[nH]c2ccccc2nc1/C=C/c1ccc(F)cc1
    u, 5%, 60%[activator], 3.5, -40%, i, -2%, u, 1%
- CC(=O)c1ccc(NC2CC(O)C(O)CO2)cc1 (stereo not given)
    -9%, 1%, 2%, -2.7, -3%, i, -1%, 0.3%, 2%
- CCOC(=O)[C@H]1[C@H]2COc3ccc(Br)cc3[C@@H]2N2C(=O)CN(C)C(=O)[C@@]12C
    -13%, -1%, -3%, -0.1, 0%, i, 4%, -0.3%, -2%
- CCOCCCNC(=O)c1cn(CC)c2ccc(S(=O)(=O)N(C)C3CCCCC3)cc2c1=O
    -6%, -9%, -11%, -2.5, -1%, i, 4%, -0.6%, -8%
- Cc1ccc(C)c(OCc2ccc(C(=O)NN)o2)c1
    0%, 0%, x, 0.0, -1%, i, 10%, 0.1%, -15%
- Cc1ccccc1OCC(=O)Nc1ccc([N+](=O)[O-])cc1
    -5%, 4%, -10%, -1.2, -52%, i, 4%, 2.5%, -2%
- COc1cc(SC)ccc1C(=O)Nc1ccncc1
    u, -10%, x, 1.4, -22%, i, 6%, 4.9%, -24%
- CC(C)CN1C(=O)c2ccc(C(=O)NCc3ccccn3)cc2C1=O
    u, 0%, 5%, -2.6, -4%, i, 2%, -0.7%, 24%
- CC(=O)Nc1ccc(S(=O)(=O)N2CCN(c3ccc(C)c(Cl)c3)CC2)cc1
    -19%, 2%, -14%, -2.6, -11%, i, -6%, -0.9%, -27%
- O=C(Cn1ccc([N+](=O)[O-])n1)NCCc1c[nH]c2ccccc12
    8%, 3%, -15%[2.22 µM], 0.9, -1%, u, 0%, 0.3%, 8%
- O=C(N/N=C/c1ccc(OC(F)F)cc1)c1cc[n+]([O-])cc1
    -19%, -4%, 2%, 0.1, -63%, i, 10%, -0.6%, 2%
- ONC(=Nc1ccccc1Cl)c1c(F)cccc1F
    1%, u, x, 1.1, 1%, i, 14%, -0.4%, -21%
- CCC(C)(C)C1CCC2(CC1)NC(=O)N(CC(=O)N(C)Cc1ccc3c(c1)OCCO3)C2=O (stereo not given)
    u, -6%, -25%, -0.8, -16%, i, -10%, -0.7%, -4%
- CCC(=O)Nc1ccc(C(=O)NNC(=O)c2cc(OC)c(OC)c(OC)c2)cc1
    -1%, 2%, -14%, 0.0, 9%, i, 13%, 0.1%, 17%
- NC(=O)N/N=C/c1ccccc1OCc1cccc2ccccc12
    -9%, 0%, x, -0.1, -18%, u, -8%, 3.6%, 1%
- CCc1c(C(=O)NNC(=S)NCc2ccccc2)csc1C
    -6%, 3%, 1%, -0.2, -24%, i, -10%, -0.1%, u
- COC(=O)c1cnn(-c2nc3c(C)cccc3s2)c1C
    19%, 0%, 18%, 0.6, -13%, i, 0%[15.6 µM], 18%, -21%
- CCCN1C(=O)/C(=C/c2ccncc2)SC1=S
    7%, 0%, -25%, -3.1, 7%, i, 7%, -0.1%, 7%
- CCOc1ccc(C(=O)Nc2cc(OC)ccc2OC)cc1
    2%, 4%, 17%, -2.3, -17%, i, 17%, 3.5%, -1%
- Nc1ccc(-c2cc3ccccc3c(=O)o2)cc1
    u, -1%, u, 0.6, -37%, i, 1%, 6.0%, u
- COc1ccc(N2CC(C(=O)NC3CC(C)(C)NC(C)(C)C3)CC2=O)cc1 (stereo not given)
    12%, 1%, -4%, -2.2, -10%, i, 8%, -0.2%, 19%
- CCOc1ccc(Br)cc1C1C(C(=O)OC)=C(C)NC2=C1C(=O)c1ccccc12 (stereo not given)
    -4%, -2%, -1%, x, -28%, i, x, 0.6%, -28%
- COC(=O)COc1ccc(S(=O)(=O)N2CCc3ccccc3C2)cc1C
    -1%, -1%, 1%, -0.5, -11%, i, 20%, 0.2%, u
- N#CC1(NC(=O)Cn2ncc(Cl)c(Cl)c2=O)CCCCC1
    -15%, -8%, -8%, -3.5, -4%, u, 3%, u, -20%
- CNC(=S)Nc1cccc2[nH]ncc12
    3%, -5%, x, -0.8, 2%, x, 3%, -0.9%, 0%
- O=C(NC1CCCCCC1)c1c(O)nc2sccn2c1=O
    u, -9%, 4%, -1.8, -36%, i, 6%, 0.7%, -3%
- Fc1cc(F)c2nc(Nc3nc4cc5c(cc4s3)OCO5)sc2c1
    u, -1%, 11%, -0.6, -92%, i, 3%, u, u
- CC(NC(=O)[C@H](C)N1C(=O)N2CCc3c([nH]c4ccccc34)[C@@]2(C)C1=O)c1ccccc1 (stereo not given in full)
    -10%, -2%, -7%, 0.8, -47%, u, 7%, 3.4%, u
- CCOc1cc(-c2cc(-c3ccc(C)o3)nc(N)c2C#N)ccc1O
    15µM*, u, 7%, 0.4, -57%, i, 5%, 4.9%, 19%

Second line of a record – Nrf2 inh, A549 viability, ATXN2 expr inh, IL-2 act, HepG2 viability, S2 tox, EPAC2 agonist, Nrf2 ARE act, TGFb inhibitor
- COc1ccc(NC(=O)C2=C(C)C(=O)OC23CCC(C)CC3)cc1Cl (stereo not given)
    -4%, -15%, -12%, 1.8, -18%, i, -4%, -0.7%, -2%
- COc1ccc(C(=O)c2[nH]c(N)c(C(=O)NCCc3c[nH]c4ccccc34)c2-c2ccccc2Br)cc1
    x, x, u, 2.3, x, x, 11%, 3.3%, x
- CC(C(=O)N1c2ccccc2Sc2ccccc21)n1nnc(-c2cccs2)n1 (stereo not given)
    2%, -1%, 7%, -1.8, 4%, i, -12%, -1.1%, -1%
- CCCC(=O)Nc1cccc(-c2cn3cccnc3n2)c1
    0%, 0%&-1%, 20%, 1.0, 1%&-13%, i, 1%, 2.8%&9.6%, u
- CC(=O)Nc1ccc(NC(=O)COC(=O)c2cc(S(=O)(=O)N(C)C)ccc2N2CCCC2)cc1
    u, -2%, -8%, -6.1, -13%, i, 12%, -0.5%, -22%
- Nc1ccc(N2CCCCC2)c2nonc12
    u, -6%, x, -2.9, -76%, i, 18%, 21%, 13µM*
- CCOC(=O)C1(C)CCN1C(=O)c1ccc2ccccc2c1 (stereo not given)
    x, x, 8%, -0.8, -19%, i, 8%, 3.3%, 5%
- COc1cc(C(=O)N(CCc2ccccc2)C2=CC3CCC(C2)N3C)cc(OC)c1OC (stereo not given)
    11%, -5%, -19%, -0.6, -2%, u, -1%, -0.5%, 8%
- Cc1sc2nc(SCC(=O)N3CCN(CCO)CC3)n(-c3ccccc3)c(=O)c2c1C
    4%, -14%, -4%, 2.6, -7%, u, 4%, -0.2%, 0%
- Cc1ccc(NC(=O)c2cn(CCC#N)nc2-c2cccs2)c([N+](=O)[O-])c1
    -20%, -5%, 6%, -0.2, 6%, i, 0%, 4.3%, -10%
- Cc1nc2oc3ccc(Cl)cc3c(=O)c2cc1C(=O)O
    u, 2%, 68%[activator], 5.3, -33%, i, 0%, 3.3%, -6%
- CCOc1ccccc1N1CC(C(=O)NCCc2ccc(S(N)(=O)=O)cc2)CC1=O (stereo not given)
    3%, -2%, -7%, -3.5, 6%, i, -6%, -0.9%, 0%
- C[C@H](CO)N1C[C@H](C)[C@@H](CN(C)S(=O)(=O)c2ccccc2)Oc2ccc(NC(=O)Cc3ccccc3)cc2C1=O
    1%, 1%, -6%, -2.2, -2%, i, 3%, -0.9%, 3%
- COC(=O)c1sc(Nc2ccccc2)nc1C
    u, 6%, 84%[activator], -2.5, -26%, i, 8%, u, -3%
- Cc1cccc2sc(N(Cc3cccnc3)C(=O)Cc3ccccc3)nc12
    x, -1%, x, x, -21%, x, x, 1.1%, 13µM*
- Cc1oc2c(C)c(O)ccc2c(=O)c1-c1nncn1-c1ccccc1
    2%, -6%, -2%, -0.3, -11%, i, 6%, 0.1%, 7%
- O=C(CCCCCBr)N1CCC(CC2CC(c3cccc(Br)c3)=NO2)(C(=O)NCC2CCCCC2)CC1 (stereo not given)
    u, -19%, u, -1.6, -23%, u, 5%, 4.3%, u
- FC(F)(F)c1ccc(N2CCOCC2)c(NC2=NCCCCC2)c1
    3%, 2%, 2%, 5.1, -1%, u, 5%, -0.3%, -5%
- O=C(Cn1cc2c(n1)CCCCC2)NC1CCCCCC1
    16%, 4%, 58%[activator], 0.8, -7%, i, 2%, 3.1%, 12%
- COc1ccc(CCNC(=O)C(=O)NCC2OCCN2S(=O)(=O)c2ccc(Br)cc2)cc1OC (stereo not given)
    -18%, 3%, -2%, -0.3, -14%, i, 10%, -0.3%, 0%
- CN=C(Nc1cc(C)nn1-c1ccccc1)c1ccc(F)cc1
    8%, 3%, 7%, -0.1, -3%, i, 11%, -0.2%, -2%
- NC(=O)C1(Nc2ccc(Br)cc2)CCCC1
    -18%, -2%, -10%, 0.6, -9%, i, 9%, -1.0%, -3%
- CC(C)CN(c1ccccc1)S(=O)(=O)c1nnc(NC(=O)c2ccco2)s1
    u, 1%&-10%, -9%, -0.5, -13%&-29%, i, 5%, -0.2%&-0.3%, u
- CCCc1nnc(NC(=O)CCC(=O)N2CCCCCC2)s1
    -9%, 1%, -2%, -1.0, -16%, i, 6%, -0.3%, -13%
- CC(NC(=O)c1nn(C)c2c1CSc1ccccc1-2)c1ccccc1 (stereo not given)
    -21%, 4%, x, x, -27%, x, x, 4.1%, u
- CN(CCOC(=O)c1ccc2c(c1)OCCO2)C(C)(C)C
    x, 11%, 6%, 0.6, 6%, i, 6%, 3.1%, 3%
